CIT2-GFP yeast – modulators of CIT2-GFP expression in yeast, primary screen, S. cerevisiae, GFP fusion, multiplex flow cytometry, MLPCN library. 320,000 compounds, 0.065% hits. GFP response vs DMSO, % at 10 µM. AID 2029, 2009. S. cerevisiae CIT2-GFP strain, 3 h; 100 means same as DMSO wells;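 active = GFP response relative to DMSO above a set limit, near the screen mean plus 3 SD, cut at about 150% in these data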;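 note: ratio of well median GFP fluorescence to mean of DMSO wells on the plate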
AGP1 TOR yeast – modulators of AGP1-GFP expression in yeast TOR pathway, primary screen, cell-based, multiplex flow cytometry, S. cerevisiae, MLPCN library; GFP response vs DMSO, % at 10 µM; 320,000 compounds, 0.02% hits; AID 2066, 2009; 3 h; GFP as percent of DMSO wells;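 active = GFP response relative to DMSO above a set limit, near screen average plus 3 SD, cut at about 150% in these data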;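 note: median GFP channel fluorescence of the gated AGP1 strain per well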
procasp3 activ – activators of human procaspase-3 D3A mutant, primary screen, biochemical, absorbance, PC-3 D3A mutant, single concentration; Caspase-3 (Homo sapiens), P42574; recombinant procaspase-3 D3A, Ac-DEVD-pNA absorbance 405 nm; activation, % at 8.5 µM; 330,000 compounds, 0.11% hits; AID 463141, 2010;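 active = activation above the mean of all tested compounds plus 3 SD, cut at about 21% in these data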;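 note: 0% = DMSO alone and 100% = DMSO wells spiked with extra 5 µM PC-3 D3A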
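Test system: Procaspase-3 D3A mutant; medium: Zinc-free HEPES/NaCl buffer with 0.01% Triton X-100 at pH 7.4; reagent: DEVD-pNA substrate; doses: one concentration, 8.5 µM nominal, 0.8% DMSO; times: 1 h preincubation plus 2 h reaction at 25 °C; signal: Epi-absorbance at 405 nm of released p-nitroaniline, 0 and 120 min; replicates: singlicate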
LAP4 TOR yeast – modulators of LAP4-GFP expression in yeast, primary screen, S. cerevisiae, multiplex flow cytometry, MLPCN library. GFP response vs DMSO, % at 10 µM. 3 h; median GFP as percent of DMSO wells. 320,000 compounds, 0.34% hits. AID 2023, 2009;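 active = GFP response vs DMSO above a set limit, about the screen mean plus 3 SD, cut at about 150% in these data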
RPL19A-GFP yeast – RPL19A-GFP expression modulators in yeast, primary screen, cell-based, S. cerevisiae, multiplex flow cytometry, MLPCN; 330,000 compounds, 0.3% hits; S. cerevisiae RPL19A-GFP strain, 3 h; stronger effect = lower value; percent response vs DMSO, % at 10 µM;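 active = percent response vs DMSO below 50%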;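 note: median channel GFP fluorescence of the barcoded RPL19A-GFP strain; ratio of sample median GFP to plate DMSO average so 100% = DMSO; lower means less RPL19A-GFP as with rapamycin TOR inhibition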
AHR act – AHR activators, primary screen, cell-based, luminescence, luciferase reporter, human. Aryl hydrocarbon receptor (Homo sapiens), P35869. AHR-responsive luciferase reporter cells. activation, % at 5 µM. 320,000 compounds, 2.5% hits. AID 2796, 2010; in the data active = activation above about 47%;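 note: 0% = vehicle wells and 100% = reference agonist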
Target sequence (P35869 whole entry, looked up): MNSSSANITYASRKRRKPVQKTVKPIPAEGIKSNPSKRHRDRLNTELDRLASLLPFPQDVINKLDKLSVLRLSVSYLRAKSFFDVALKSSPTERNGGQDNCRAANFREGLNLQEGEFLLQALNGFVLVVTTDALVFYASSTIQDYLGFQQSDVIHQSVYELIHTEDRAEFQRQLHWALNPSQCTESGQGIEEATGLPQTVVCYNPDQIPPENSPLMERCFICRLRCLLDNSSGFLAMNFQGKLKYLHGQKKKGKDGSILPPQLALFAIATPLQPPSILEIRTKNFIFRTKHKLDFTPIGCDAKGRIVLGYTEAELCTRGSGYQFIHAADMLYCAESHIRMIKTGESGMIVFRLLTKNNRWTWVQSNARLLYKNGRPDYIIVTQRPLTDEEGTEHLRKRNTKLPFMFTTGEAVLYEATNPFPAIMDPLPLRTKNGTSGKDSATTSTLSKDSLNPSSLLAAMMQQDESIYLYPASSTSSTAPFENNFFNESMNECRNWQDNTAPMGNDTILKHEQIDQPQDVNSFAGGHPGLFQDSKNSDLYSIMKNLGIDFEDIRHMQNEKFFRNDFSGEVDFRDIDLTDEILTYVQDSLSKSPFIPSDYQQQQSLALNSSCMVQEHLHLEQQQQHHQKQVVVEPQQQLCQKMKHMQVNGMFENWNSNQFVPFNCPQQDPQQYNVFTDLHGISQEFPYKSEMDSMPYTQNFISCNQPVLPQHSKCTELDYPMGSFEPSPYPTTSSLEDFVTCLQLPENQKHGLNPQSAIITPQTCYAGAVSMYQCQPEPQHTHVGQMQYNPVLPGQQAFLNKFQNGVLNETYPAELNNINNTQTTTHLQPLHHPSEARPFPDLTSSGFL
procasp7 counter – procaspase-7 activators, primary screen, counter-screen for procaspase-3 activator project, biochemical, absorbance, HTS, human | Caspase-7 (Homo sapiens), P55210 | recombinant procaspase-7, Ac-DEVD-pNA absorbance 405 nm; D23A/D198A/D206A triple mutant, cannot self-cleave; scale: DMSO 0, 5 µM enzyme 100 | activation, % at 8.5 µM | 330,000 compounds, 0.093% hits | AID 463210, 2010;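 active = percent activation above the screen-wide mean plus 3 SD, cut at about 25% in these data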
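Replicates: singlicate. Assay system: Procaspase-7 triple mutant (PC-7 D3A). Signal: 405 nm absorbance of p-nitroaniline. Times: 1 h preincubation, 2 h reaction. Buffer or medium: Zinc-free HEPES pH 7.4 with 300 mM NaCl, 0.01% Triton X-100. Also added: DEVD-pNA substrate. Benchmarks: DMSO wells as 0%, DMSO with 5 µM added PC-7 as 100%.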
MEP2-GFP yeast – modulators of MEP2-GFP levels in yeast, primary screen, S. cerevisiae, multiplex flow cytometry, MLPCN library | S. cerevisiae MEP2-GFP strain, 3 h; 100% = DMSO control level | AID 2016, 2009 | GFP response vs DMSO, % at 10 µM | 330,000 compounds, 0.51% hits;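 active = GFP response versus DMSO above a set limit, roughly screen mean plus 3 SD, cut at about 180% in these data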;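 note: median GFP fluorescence of the barcode-gated MEP2-GFP cells per well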
The depositor's hits bear a star; . = not tested or not shown.

entry	SMILES	CIT2-GFP yeast	AGP1 TOR yeast	procasp3 activ	LAP4 TOR yeast	RPL19A-GFP yeast	AHR act	procasp7 counter	MEP2-GFP yeast
1	O=C1NN(c2cccc(Br)c2)C(=O)/C1=C/c1ccc(-c2cc([N+](=O)[O-])ccc2O)o1	110	119	-8	104	107	1	4	102
2	COc1cc(/C=N/c2oc(-c3ccccc3)cc2C#N)ccc1O	102	94	-4	89	105	3	-18	107
3	CCOC(=O)c1ccc(NC(=O)Cn2nnc(-c3ccccc3C)n2)cc1	97	95	2	94	99	-1	-2	96
4	CCN1C(=O)CC(C(=O)NC)SC1=Nc1cc(Cl)c(O)c(Cl)c1 (stereo not drawn)	98	101	-1	94	101	3	7	101
5	Cc1ccc(C(=O)Nc2ccc(Cl)cc2C)c(Cl)c1	86	100	-3	107	102	-6	5	96
6	CC1CCCCN1S(=O)(=O)c1coc(C(N)=O)c1 (stereo not drawn)	110	114	1	114	101	0	-1	116
7	CN(CCC#N)c1ccc(/C=C(\C#N)c2ccccn2)cc1	92	93	-18	92	100	-7	-11	93
8	COc1ccc2c(c1)CCc1c(C(=O)Nc3ccc(OC)c(OC)c3)noc1-2	94	100	-4	99	98	-9	-4	99
9	CCN(C(=O)COC(=O)c1cccc(-n2cnnn2)c1)C1CCCCC1	95	104	1	100	103	0	11	101
10	O=C(N/C(=C/c1ccccc1)C(=O)N1CCCCC1)c1ccccc1	96	94	1	69	95	1	-1	82
11	Cc1oc(-c2cccs2)nc1CN1CCC(CO)(CCOc2ccccc2)CC1	87	104	6	94	96	0	6	102
12	C=C1[C@@H](OC(C)=O)CC[C@]2(C)[C@@H]1C[C@@H]1C[C@H](OC(C)=O)C(C)=C([C@@H](OC(C)=O)[C@@H]2OC(C)=O)C1(C)C	91	97	0	106	110	0	-5	99
13	O=C(NC(=S)NN1CCCCC1c1cccnc1)c1ccc(Cl)cc1Cl (stereo not drawn)	85	99	-6	110	97	3	-6	94
14	COc1ccccc1CN=C1NC(=O)C(CC(=O)Nc2ccc(OC)c(OC)c2)S1 (stereo not drawn)	.	89	-5	98	95	2	-1	98
15	CCc1ccc(-c2cc(C(=O)NCc3ccccn3)c3ccccc3n2)cc1	108	105	0	108	106	40	4	105
16	C=CCOC(=O)Nc1ccc(Cl)cc1NC(=O)OCC=C	90	97	7	94	96	7	-4	95
17	COc1ccc([C@@H]2CC=C(C(=O)O)[C@H](c3ccc(C)cc3)N2S(=O)(=O)c2ccc(C)cc2)cc1OC	93	90	8	93	89	-1	3	85
18	Cc1ccc2c(c1)sc(=NC(=O)C1CC1)n2C	86	97	-4	108	102	54*	5	91
19	CSc1nc(N)nc2c1ncn2CC(=O)N1CCN(c2ccccn2)CC1	93	91	1	87	90	1	3	88
20	N=c1n(CCO)c2ccccc2n1Cc1ccccc1Cl	88	87	-14	89	90	5	9	94
21	Fc1ccccc1NC(=S)Nc1ccc(CN2CCOCC2)cc1	104	118	-4	107	106	-3	-16	111
22	O=C(COc1ccc(C(=O)c2ccccc2)cc1)NCc1ccc(F)cc1	96	93	9	95	99	-1	6	102
23	Nc1nc(SCC(=O)NCCCO)nc2sc3c(c12)CCC3	104	103	6	101	101	0	7	104
24	Cc1ccc(NC(=S)NCc2ccc3c(c2)OCO3)cc1	102	100	-6	104	104	5	9	102
25	CNc1ncnc2sc(-c3ccccc3)cc12	82	74	1	112	92	13	7	90
26	CCN1CCN(CC(=O)Nc2cc(S(=O)(=O)N(CC)c3ccccc3)ccc2Cl)CC1	105	105	-5	102	99	-1	14	118
27	NS(=O)(=O)c1cc2c(cc1Cl)NC=NS2(=O)=O	98	99	1	95	100	-2	-7	95

AHR act, what is marked active above
| cpd | mol | CIT2-GFP yeast | AGP1 TOR yeast | procasp3 activ | LAP4 TOR yeast | RPL19A-GFP yeast | AHR act | MEP2-GFP yeast |
| --- | --- | --- | --- | --- | --- | --- | --- | --- |
| 18 | Cc1ccc2c(c1)sc(=NC(=O)C1CC1)n2C | 86 | 97 | -4 | 108 | 102 | 54* | 91 |

Sorted by heavy-atom count (lowest first): eleven of the compounds above
entry	SMILES	CIT2-GFP yeast	AGP1 TOR yeast	procasp3 activ	LAP4 TOR yeast	RPL19A-GFP yeast	AHR act	procasp7 counter	MEP2-GFP yeast
25	CNc1ncnc2sc(-c3ccccc3)cc12	82	74	1	112	92	13	7	90
6	CC1CCCCN1S(=O)(=O)c1coc(C(N)=O)c1 (stereo not drawn)	110	114	1	114	101	0	-1	116
16	C=CCOC(=O)Nc1ccc(Cl)cc1NC(=O)OCC=C	90	97	7	94	96	7	-4	95
7	CN(CCC#N)c1ccc(/C=C(\C#N)c2ccccn2)cc1	92	93	-18	92	100	-7	-11	93
4	CCN1C(=O)CC(C(=O)NC)SC1=Nc1cc(Cl)c(O)c(Cl)c1 (stereo not drawn)	98	101	-1	94	101	3	7	101
2	COc1cc(/C=N/c2oc(-c3ccccc3)cc2C#N)ccc1O	102	94	-4	89	105	3	-18	107
10	O=C(N/C(=C/c1ccccc1)C(=O)N1CCCCC1)c1ccccc1	96	94	1	69	95	1	-1	82
13	O=C(NC(=S)NN1CCCCC1c1cccnc1)c1ccc(Cl)cc1Cl (stereo not drawn)	85	99	-6	110	97	3	-6	94
22	O=C(COc1ccc(C(=O)c2ccccc2)cc1)NCc1ccc(F)cc1	96	93	9	95	99	-1	6	102
26	CCN1CCN(CC(=O)Nc2cc(S(=O)(=O)N(CC)c3ccccc3)ccc2Cl)CC1	105	105	-5	102	99	-1	14	118
17	COc1ccc([C@@H]2CC=C(C(=O)O)[C@H](c3ccc(C)cc3)N2S(=O)(=O)c2ccc(C)cc2)cc1OC	93	90	8	93	89	-1	3	85
